# Screening data as filed in PubChem.
# GSH bead fluor = GSH bead compound fluorescence profile | GSH beads flow cytometry, compound fluorescence 488/530 nm; active compounds read high | fluorescence (KMESF) at 10 µM | 190,000 tested, 0.25% active | AID 1776; in the data active means fluorescence above about 89;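 further: glutathione beads carrying GST-tagged Bcl family fusion proteins plus one bare bead set; values are compound well signal with DMSO vehicle wells as background; inactives centre near 16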
# ABCG2 inh = inhibitors of human ABCG2 transporter, ABCB1 counter-screen; inhibition, % at 6.6 µM; AID 1325; IgMXP3 cells, JC-1 efflux, flow cytometry; 190,000 tested, 0.1% active; Q9UNQ0;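 active means inhibition above 80%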;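 further: 0% = DMSO and 100% = nicardipine control wells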
#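 Times: 10 min at 25 °C | Test system: Two drug-resistant human cell lines, ABCG2 and ABCB1 | Quantity: 3 million cells/mL final, two lines in 1:1 ratio | Signal: Flow cytometry, 530 nm JC-1 signal | Dosing: Compound at 6.6 µM | Controls: Nicardipine and DMSO wells | Reagent: JC-1 as fluorescent efflux pump substrate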
# Bim-Bfl-1 = disrupts Bim binding to human Bfl-1; Bead-based flow cytometry, Bim-Bfl-1 binding inhibition; inhibition, % at 10 µM; 190,000 tested, 0.12% active; Q16548; AID 1008;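 further: 0% = wells without compound plus tracer and 100% = blocker peptide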
# RGS4-Gao reg = modulates binding of RGS4 to human Galphao; binding response (% of control), % at 10 µM; P09471; AID 1415; 220,000 tested, 0.33% active; Multiplexed bead flow cytometry; actives lie on both sides; in the data active means binding response below about 49% or above about 150%; inactive means in between;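 further: fluorescent Galphao activated with aluminum fluoride binding bead-coupled RGS4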
# Target sequence (P09471 whole entry, looked up): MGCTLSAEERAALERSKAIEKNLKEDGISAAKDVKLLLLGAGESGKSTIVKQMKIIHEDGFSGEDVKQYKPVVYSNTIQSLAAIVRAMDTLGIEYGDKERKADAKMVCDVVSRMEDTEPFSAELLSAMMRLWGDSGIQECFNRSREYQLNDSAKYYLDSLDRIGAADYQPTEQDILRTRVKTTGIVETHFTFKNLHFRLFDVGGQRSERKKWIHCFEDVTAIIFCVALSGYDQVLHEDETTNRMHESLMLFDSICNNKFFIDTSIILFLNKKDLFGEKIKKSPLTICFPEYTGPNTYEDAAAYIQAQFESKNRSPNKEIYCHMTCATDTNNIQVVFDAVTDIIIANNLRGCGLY
# ABCB1 block = blocks JC-1 efflux by human ABCB1 transporter | CCRF-Adr cells, flow cytometry | inhibition, % at 6.6 µM | 190,000 tested, 0.067% active | AID 1326; in the data active means inhibition above about 40%;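 further: 0% = vehicle and 100% = reference inhibitor; higher value means more JC-1 retained so stronger ABCB1 efflux block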
# Avidin fluor = avidin bead compound fluorescence profile; Avidin beads, compound fluorescence 488/530 nm, flow cytometry; active compounds read high; fluorescence (KMESF) at 10 µM; AID 1775; 220,000 tested, 0.38% active; in the data active means fluorescence above about 47; further: inactives centre near 10
# RGS7-Gao = regulators of human RGS7-Galphao interaction. AID 1439. 220,000 tested, 0.35% active. binding response (% of control), % at 10 µM. Multiplexed bead flow cytometry, RGS7-Galphao binding; actives lie on both sides; in the data active means binding response below about 49% or above about 150%; inconclusive means no clear call, values can overlap the other calls; inactive means in between;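 further: fluorescent Galphao held in activated GDP-AlF4 state binding bead-coupled RGS7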
# Bim-Bcl-XL = human Bim-Bcl-XL interaction inhibition | Q07817 | Bim peptide-Bcl-XL binding, bead flow cytometry, fluorescence | inhibition, % at 10 µM | 190,000 tested, 0.04% active
# Target sequence (Q07817 whole entry, looked up): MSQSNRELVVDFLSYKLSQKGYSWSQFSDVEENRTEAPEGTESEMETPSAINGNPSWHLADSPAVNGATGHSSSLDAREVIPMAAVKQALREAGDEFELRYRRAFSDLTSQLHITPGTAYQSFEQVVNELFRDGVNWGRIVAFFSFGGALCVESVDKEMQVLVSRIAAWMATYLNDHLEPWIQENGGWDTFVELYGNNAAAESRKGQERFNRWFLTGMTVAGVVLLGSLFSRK
# Bim-Bcl-W = inhibitors of Bim-Bcl-W interaction, human; bead-based flow cytometry, Bim peptide-Bcl-W binding; inhibition, % at 10 µM; 190,000 tested, 0.02% active;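 further: 0% = bound tracer without compound and 100% = peptide blocker; higher means less fluorescent Bim peptide bound to Bcl-W beads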
# Target sequence (Q92843 whole entry, looked up): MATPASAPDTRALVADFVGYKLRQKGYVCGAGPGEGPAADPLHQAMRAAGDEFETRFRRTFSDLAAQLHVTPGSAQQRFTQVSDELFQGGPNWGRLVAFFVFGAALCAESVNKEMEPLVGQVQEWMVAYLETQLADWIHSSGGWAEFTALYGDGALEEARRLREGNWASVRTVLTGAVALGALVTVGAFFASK
# Bim-Bcl-2 = inhibitors of Bim-Bcl-2 interaction, human. P10415. Bead-based flow cytometry, Bim peptide-Bcl-2 binding. inhibition, % at 10 µM. 190,000 tested, 0.06% active. AID 950; in the data active means inhibition above about 40%; inconclusive means no clear call, values can overlap the other calls;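 further: 0% = no compound wells with probe peptide and 100% = reference peptide inhibitor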
# Bcl-B Bim block = disrupts Bim peptide binding to human Bcl-B. bead-based flow cytometry. 190,000 tested, 0.073% active. inhibition, % at 10 µM. Q9HD36. AID 951;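 further: 0% = tracer peptide without compound and 100% = reference inhibitor peptide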
# Target sequence (Q9HD36 whole entry, looked up): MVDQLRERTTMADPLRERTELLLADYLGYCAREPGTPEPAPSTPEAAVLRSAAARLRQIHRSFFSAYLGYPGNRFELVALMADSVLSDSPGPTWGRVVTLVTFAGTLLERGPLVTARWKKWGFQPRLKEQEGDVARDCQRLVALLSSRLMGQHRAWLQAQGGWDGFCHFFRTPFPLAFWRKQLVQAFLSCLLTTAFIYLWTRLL
# Numbers without * were called inactive; ? = inconclusive. Unless noted, no stated cut-off is given here; in the data, active means inhibition above about 40%.
cpd	Structure	GSH bead fluor	ABCG2 inh	Bim-Bfl-1	RGS4-Gao reg	ABCB1 block	Avidin fluor
1	CSc1nnc(-c2cccs2)n1-c1ccccc1	13	1	2	101	0.3	10
2	CCN(CC)C(=O)/C(=C/c1ccc(F)cc1)NC(C)=O	6	1	-3	98	0.4	2
3	Cc1c(NC(=O)CSc2nnc(N)s2)c(=O)n(-c2ccccc2)n1C	11	7	-5	105	0.6	10
4	CN(CC(=O)N1CCCCC1)S(=O)(=O)c1ccc(Cl)cc1	12	2	-4	99	0.1	11
5	NNC(=O)CSc1cccc2cccnc12	21	-3	0	103	-0.9	13
6	Cc1[nH]c2ccccc2c1C(=O)CSc1nc2cc(S(=O)(=O)N3CCCCC3)ccc2o1	3	0	0	97	-0.3	17
7	COc1ccc(-c2nc(SC)n(C(=O)c3ccco3)n2)cc1	38	4	-9	101	0.2	14
8	CC(C)C(=O)NNC(=O)c1ccccn1	10	4	-12	106	-0.2	11
9	CCSc1nnc(NC(=O)c2cc3c(s2)CCCC3)s1	21	0	-3	97	0.1	18
10	COc1ccccc1Cc1noc(-c2cc(Cl)ccc2OC)n1	47	6	-12	102	0.2	16
11	CCSc1nc2c(sc3ccccc32)c(=O)n1C(C)C	20	1	-12	120	0.3	7
12	O=C(O)CCC(=O)c1ccc2c(c1)CCCC2	19	0	-2	101	-0.4	5
13	FC(F)(F)c1ccc(C2NCCc3sccc32)cc1 (stereo unspecified)	20	4	-3	102	2.2	11
14	O=C(Nc1ccccc1-c1nnc(SCc2ccc(Cl)cc2)o1)c1ccccc1	50	4	-13	94	0.6	9
15	C=CCOC(=O)C1=C(C)NC(=O)NC1/C=C/c1ccccc1OC (stereo unspecified)	13	3	-1	102	0.7	5

cpd	RGS7-Gao	Bim-Bcl-XL	Bim-Bcl-W	Bim-Bcl-2	Bcl-B Bim block
1	99	-1	-3	6	3
2	99	-4	-3	-2	-3
3	107	-7	-4	-4	-4
4	103	0	3	-1	2
5	103	-6	-2	-1	-10
6	96	-6	-1	-1	-1
7	101	-4	1	-8	-7
8	103	-2	-3	-4	-9
9	97	-2	-5	-2	-1
10	102	-16	4	-9	-6
11	116	-2	1	-5	-11
12	101	0	1	0	0
13	105	-3	-2	-2	-5
14	96	5	1	-9	-6
15	103	-3	-2	-1	-1

# The list continues.
cpd	Structure	GSH bead fluor	ABCG2 inh	Bim-Bfl-1	RGS4-Gao reg	ABCB1 block	Avidin fluor
16	CCC(CC)NC(=O)c1ccc2nc[nH]c2c1	262*	1	-12	103	0.2	9
17	C=CCn1c(-c2cc3c(s2)CCC(CC)C3)n[nH]c1=S (stereo unspecified)	17	-7	-5	101	-3.8	10
18	CC(C(=O)N1CCCc2ccccc21)N1CCN(S(=O)(=O)c2ccccc2F)CC1 (stereo unspecified)	25	9	-22	101	1.8	12
19	NC(=O)CSc1cn(Cc2ccc(F)cc2)c2ccccc12	11	1	-7	100	0.2	24
20	C=CCc1cccc(/C=N/NC(=O)c2ccccc2OC)c1O	11	5	-3	96	0.8	5
21	CS(=O)(=O)N(CC(=O)NC1CC2CCC1C2)c1ccc(Oc2ccccc2)cc1 (stereo unspecified)	10	1	-5	100	0.1	9
22	COC(=O)c1ccccc1NC(=O)c1ccc(COc2ccc3c(c2)CCC3)cc1	41	3	-9	101	0.6	10
23	C=C(C)Cn1c(SCC(=O)N/N=C/c2cccc(O)c2)nc2ccccc2c1=O	18	0	-1	103	-0.4	10
24	O=[N+]([O-])c1cc(C(F)(F)F)ccc1N1CCN(S(=O)(=O)c2ccc3ccccc3c2)CC1	14	5	-1	90	1.1	7
25	Cc1cc(C)cc(C(=O)N2CCN=C2SCc2ccc([N+](=O)[O-])cc2)c1	18	72	0	99	4.9	6
26	Cc1ccc2oc(=O)cc(/C=C/c3ccccc3)c2c1	7	13	0	104	1.6	5
27	O=C(CCS(=O)(=O)c1ccc(Cl)cc1)N1CCN(S(=O)(=O)c2cccs2)CC1	16	-1	-2	106	-0.2	21
28	C=CCOc1c(Br)cc(/C=N/n2c(CC)n[nH]c2=S)cc1Br	6	-3	3	99	-0.9	1
29	CCOC(=O)C1CCCN(C(=O)c2cc(Nc3ccc(OC)cc3)nc3ccccc23)C1 (stereo unspecified)	16	6	0	108	1.9	51*
30	COc1ccc(C(=O)N[C@H](C(=O)Nc2nc3c(s2)CCCC3)C(C)C)cc1	6	2	-2	101	1.7	2

cpd	RGS7-Gao	Bim-Bcl-XL	Bim-Bcl-W	Bim-Bcl-2	Bcl-B Bim block
16	96	15	0	-4	-5
17	102	-6	-3	-5	-5
18	100	-11	-5	-18	-12
19	101	1	0	-3	-3
20	97	0	-1	-1	-2
21	101	-3	-1	-3	-4
22	100	-11	0	-6	-8
23	102	-9	-7	-6	-4
24	97	-8	1	-5	-10
25	96	-5	-2	-3	-3
26	102	0	0	0	2
27	104	0	1	-3	0
28	102	0	4	0	-21
29	116	2	1	1	0
30	98	-7	-6	-2	-9

# Next records follow.
cpd	Structure	GSH bead fluor	ABCG2 inh	Bim-Bfl-1	RGS4-Gao reg	ABCB1 block	Avidin fluor
31	CC1(C)CC(=O)c2cc(C(=O)N3CCCC(C)(C)C3)c(=O)n(-c3ccccc3)c2C1	6	1	-3	97	0.4	8
32	Cc1[nH]n(-c2ccccc2)c(=O)c1C=NC1CCCCCC1	19	3	-5	106	0.7	20
33	CC(C)NC(=O)c1onc(CSc2ccc(Cl)cc2)c1C(=O)O	38	1	-1	100	0.5	8
34	CCC(Sc1nc2ccc(C)cc2[nH]1)C(=O)O (stereo unspecified)	57	0	-13	101	-0.2	14
35	CC(=O)Nc1ccc(NC(=O)C(C)OC(=O)CCc2nc3ccccc3s2)cc1 (stereo unspecified)	25	4	-3	99	0.1	9
36	Cc1ccc(NC(=O)CSc2nnc(-c3ccc(S(=O)(=O)N4CCCC4)cc3)o2)cc1C	37	0	-8	99	0.0	11
37	O=S(=O)(Cc1ccccc1)Nc1ccc(Br)cn1	12	3	-6	100	0.4	18
38	COc1ccc(/C=N/NC(=O)CN(C2=NS(=O)(=O)c3ccccc32)c2ccccc2)cc1OC	8	-1	6	101	-0.1	14
39	COc1ccc(-c2nsc(SCC(=O)Nc3ccc4c(c3)OCO4)n2)cc1	5	-2	0	94	-0.7	1
40	N#C/C(=C/c1ccc(Oc2ccc([N+](=O)[O-])cn2)cc1)C(=O)N1CCOCC1	6	9	10	103	1.2	16
41	COCCNC(=O)c1ccccc1NC(=O)c1ccccc1N(C)S(=O)(=O)c1ccc(C)cc1	10	4	9	103	1.1	11
42	Cc1cc(-c2nnc(SCC(=O)c3ccc4c(c3)OCCO4)o2)no1	17	0	-6	95	-0.6	13
43	C=CCNC(=O)COc1ccc(Oc2ccccc2)cc1	19	1	-4	102	-0.1	11
44	CN(C(=O)c1ccccc1C(=O)OCC(=O)NC(=O)NC(C)(C)C)C1CCCCC1	15	1	2	99	0.5	9
45	Cc1ccc(/C=N/NC(=O)c2cccc(S(=O)(=O)Nc3ccccc3Cl)c2)s1	11	-3	-6	99	-1.0	6

cpd	RGS7-Gao	Bim-Bcl-XL	Bim-Bcl-W	Bim-Bcl-2	Bcl-B Bim block
31	98	-4	-2	1	-1
32	110	-2	-1	0	0
33	102	2	0	3	1
34	99	-15	4	-2	-4
35	97	2	2	-1	0
36	98	-9	1	-2	0
37	119	0	0	0	-5
38	97	0	0	4	3
39	92	-2	-1	2	-7
40	101	1	-1	4	2
41	103	-1	0	1	-9
42	96	-7	-8	-2	-9
43	?	-3	-3	-3	-6
44	102	0	0	0	0
45	96	-3	0	-1	-5

# Part of the list above in a different format.
24: O=[N+]([O-])c1cc(C(F)(F)F)ccc1N1CCN(S(=O)(=O)c2ccc3ccccc3c2)CC1
19: NC(=O)CSc1cn(Cc2ccc(F)cc2)c2ccccc12
16: CCC(CC)NC(=O)c1ccc2nc[nH]c2c1
entry no. | 24 | 19 | 16
GSH bead fluor | 14 | 11 | 262*
ABCG2 inh | 5 | 1 | 1
Bim-Bfl-1 | -1 | -7 | -12
RGS4-Gao reg | 90 | 100 | 103
ABCB1 block | 1.1 | 0.2 | 0.2
Avidin fluor | 7 | 24 | 9
RGS7-Gao | 97 | 101 | 96
Bim-Bcl-XL | -8 | 1 | 15
Bim-Bcl-W | 1 | 0 | 0
Bim-Bcl-2 | -5 | -3 | -4
Bcl-B Bim block | -10 | -3 | -5

# (continued)
cpd	Structure	GSH bead fluor	ABCG2 inh	Bim-Bfl-1	RGS4-Gao reg	ABCB1 block	Avidin fluor
46	COc1cc(CCC(=O)OCC(=O)NC(=O)c2ccc(Cl)cc2)cc(OC)c1OC	13	-2	1	99	-0.4	20
47	Cc1nc2ccccc2nc1OCC(=O)Nc1ccc2ccccc2c1	8	12	0	96	0.5	14
48	CCCCN1C(=O)/C(=C/C=C2\Oc3ccccc3N2CC)SC1=S	16	89*	4	102	39	12
49	CCC(C)NC(=O)[C@H](CSCc1ccccc1)N1Cc2ccccc2C1=O (stereo partly specified)	14	3	-3	98	0.7	7
50	Cc1ccc(N2C(=O)CSC2c2ccccn2)cc1Cl (stereo unspecified)	9	1	0	96	0.5	30
51	COCCNC(=O)Cn1nc(C(F)(F)F)c(Br)c1C	48	0	-13	92	0.2	5
52	Cn1c(=O)c2c(nc(CN3CCOCC3)n2CCN2CCOCC2)n(C)c1=O	34	0	-10	102	0.0	6
53	O=C(c1cccc(S(=O)(=O)N2CCOCC2)c1)N(Cc1ccc(F)cc1)Cc1ccco1	11	14	-7	99	4.5	10
54	CN1CCN(C(=O)C2=C[C@H](c3coc4ccccc4c3=O)C[C@H](OCCCCO)O2)CC1	19	0	-6	90	-0.1	5
55	CCOC(=O)N1CCN(C(=O)CSc2nnc(C3COc4ccccc4O3)o2)CC1 (stereo unspecified)	23	-1	-7	102	-2.4	8
56	O=C1c2oc3ccccc3c(=O)c2C(c2cccc(O)c2)N1c1ccccn1 (stereo unspecified)	28	2	-11	100	1.0	6
57	CC12CCC(c3nnc(SCc4ccc(Cl)cc4)nc31)C2(C)C (stereo unspecified)	12	0	-3	102	0.1	21
58	Cc1ccc(NC(=S)N(CCCN2CCN(C)CC2)Cc2cccs2)cc1C	14	1	0	100	0.8	12
59	O=C(OCn1nnc2ccccc2c1=O)c1ccc2c(=O)n3c(nc2c1)CCC3	45	8	-11	98	2.9	8
60	O=C(NCC1CCCO1)[C@@H]1CSC2c3ccccc3C(=O)N21 (stereo partly specified)	26	4	-10	99	0.9	8
61	CC(=O)Cn1nnc2sc(-c3ccccc3)cc2c1=O	70	10	0	99	0.6	9

cpd	RGS7-Gao	Bim-Bcl-XL	Bim-Bcl-W	Bim-Bcl-2	Bcl-B Bim block
46	99	-3	1	-1	-2
47	96	-4	-2	0	-5
48	108	-2	-2	1	-43
49	96	-8	-5	-1	-6
50	96	-4	0	-2	-1
51	96	-1	3	-8	-5
52	98	1	0	-6	-3
53	94	-1	-2	-4	-7
54	88	-4	-1	-4	-2
55	102	-1	2	-7	-7
56	99	-4	-3	-7	-14
57	103	-4	-3	-5	-1
58	?	0	-1	4	-4
59	100	-5	0	-8	-5
60	100	11	0	-7	-4
61	97	-4	-3	-1	-2
